Bioassay records from PubChem BioAssay.
TLR4-MyD88 BLA – inhibitors of TLR4-MyD88 association in cells, primary screen, cell-based, HeLa CL3-4, BLA complementation, FRET ratio. Toll-like receptor 4 (Homo sapiens) + Myeloid differentiation primary response protein …. HeLa CL3-4 TLR4/MyD88 BLA complementation. inhibition, % at 8.4 µM. 200,000 tested, 0.18% active. AID 861, 2007; in the data active = inhibition above about 25%;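 note: 0% = vehicle and 100% = reference inhibitor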
Target sequence (O00206 whole entry, looked up): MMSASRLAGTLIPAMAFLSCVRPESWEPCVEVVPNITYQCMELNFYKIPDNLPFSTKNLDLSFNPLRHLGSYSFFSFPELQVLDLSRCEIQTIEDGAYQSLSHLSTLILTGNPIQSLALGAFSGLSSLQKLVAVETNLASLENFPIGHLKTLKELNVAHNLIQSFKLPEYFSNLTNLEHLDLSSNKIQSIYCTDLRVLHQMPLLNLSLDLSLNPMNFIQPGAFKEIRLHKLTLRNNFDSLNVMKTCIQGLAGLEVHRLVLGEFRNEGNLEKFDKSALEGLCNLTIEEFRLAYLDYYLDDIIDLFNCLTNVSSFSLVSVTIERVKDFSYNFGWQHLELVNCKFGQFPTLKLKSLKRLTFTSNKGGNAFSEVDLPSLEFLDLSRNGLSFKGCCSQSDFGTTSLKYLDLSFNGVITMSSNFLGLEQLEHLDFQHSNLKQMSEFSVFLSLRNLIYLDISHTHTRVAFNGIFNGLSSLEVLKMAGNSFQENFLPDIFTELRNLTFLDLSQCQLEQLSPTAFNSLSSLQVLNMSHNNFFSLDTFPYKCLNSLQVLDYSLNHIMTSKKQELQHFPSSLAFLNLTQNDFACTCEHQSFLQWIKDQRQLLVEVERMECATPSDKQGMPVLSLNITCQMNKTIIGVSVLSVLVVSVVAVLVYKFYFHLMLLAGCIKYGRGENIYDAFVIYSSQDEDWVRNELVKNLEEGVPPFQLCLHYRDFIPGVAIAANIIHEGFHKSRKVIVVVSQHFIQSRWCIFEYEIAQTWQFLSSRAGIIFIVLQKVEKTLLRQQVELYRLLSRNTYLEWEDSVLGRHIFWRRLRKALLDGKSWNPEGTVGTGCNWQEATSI
Target sequence (Q99836 whole entry, looked up): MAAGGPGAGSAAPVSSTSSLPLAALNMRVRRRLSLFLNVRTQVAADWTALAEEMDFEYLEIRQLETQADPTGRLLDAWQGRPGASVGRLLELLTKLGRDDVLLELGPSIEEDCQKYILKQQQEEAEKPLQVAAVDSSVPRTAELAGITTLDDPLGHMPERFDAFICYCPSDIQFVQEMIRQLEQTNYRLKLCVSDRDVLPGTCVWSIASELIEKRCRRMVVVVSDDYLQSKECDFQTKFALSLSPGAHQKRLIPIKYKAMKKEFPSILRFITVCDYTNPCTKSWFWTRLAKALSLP
Diaphorase act – compounds boosting diaphorase resazurin reduction – biochemical, uHTS, resorufin fluorescence, counter-screen for diaphorase-coupled primary assays, primary screen; Diaphorase/resazurin coupled assay, 16 min; hits give high values; 1 = vehicle wells, 0 = NADH-free wells; activation factor at 20 µM; 190,000 tested, 0.005% active; AID 1229, 2008;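 active = diaphorase activity raised at least twofold by the compound at 20 µM; inactive = activation factor below 2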
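Material: purified diaphorase enzyme from Clostridium kluyveri; Also added: 0.114 mM NADH and 0.1 mM resazurin, final amounts; Doses: single compound dose of 20 µM, 1% DMSO final; Times: 16 min enzyme reaction, ambient temperature; Detection: resorufin fluorescence, excitation 544 nm, emission 590 nm; Measure: increased resorufin signal from activators or reducing compounds.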
STAT3 act – IL-6 driven STAT3 reporter potentiators, primary screen, U3A cells, luciferase, luminescence, MLSCN library. 190,000 tested, 0.91% active. activation (% of control), % at 5.6 µM. IL-6 STAT3-luciferase reporter; 100% = signal with IL-6 EC80 alone;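 active = activation above the screen-wide mean of compound activation plus 3 SD, cut at about 130% in these data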;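 note: 0% = background luminescence of wells with medium and substrate only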
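Test system: Human STAT1-deficient U3A cells with stable STAT3-luciferase reporter | Also added: Interleukin-6, 33 ng/mL | Timing: Compound pre-incubation 1 h before IL-6, then 6 h stimulation at 37 °C | Technique: Luciferase reporter luminescence | Read-out: Percent of IL-6-only median luminescence | Benchmarks: IL-6-only wells as 100% reference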
STAT1 act – STAT1 signaling activators, primary screen, cell-based, HTS, luciferase reporter; 200,000 tested, 2.6% active; activation (% of control), % at 5.5 µM; NIH 3T3 STAT1-luciferase reporter, IFN-gamma, luminescence; 100% = IFN-gamma alone, no compound; AID 932, 2007;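 active = activation above the screen-wide mean activation plus 3 SD, cut at about 130% in these data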;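 note: raw ratio to IFN-gamma control signal so 100% means no change and 0% no light; values of inactives mirror those of a sister screen read the other way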
STAT3 blocker – IL-6 driven STAT3 reporter inhibitors, primary screen, U3A cells, luciferase, luminescence, MLSCN library; IL-6 STAT3-luciferase reporter; host cell line lacks STAT1; 190,000 tested, 0.89% active; inhibition, % at 5.5 µM; AID 862, 2007;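 active = inhibition above the mean inhibition across all screened compounds plus 3 SD, cut at about 44% in these data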;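 note: 0% = DMSO only wells and 100% = 100 µM nifuroxazide control wells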
Diaph inh CS – diaphorase inhibitors and chemical oxidizers, primary screen, counter-screen for diaphorase-coupled primary assays, biochemical, uHTS, resorufin fluorescence; diaphorase resazurin-to-resorufin fluorescence, NADH, 16 min; bacterial (C. kluyveri) enzyme, not human; inhibition, % at 20 µM; 190,000 tested, 0.69% active;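 active = primary screen inhibition at 20 µM above a set limit, cut at about 50% in these data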;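 note: plate controls were DMSO with full reaction for no effect and wells lacking NADH for full effect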
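Test system: Clostridium kluyveri diaphorase enzyme / Quantity: diaphorase at 0.14 U/mL in enzyme working solution / Incubation: 16-min room-temperature incubation before reading / Benchmarks: NADH-free wells as positive control, DMSO-only neutral wells / Signal: resorufin fluorescence 544/590 nm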
APP 5UTR inh – inhibitors of APP translation via 5'UTR reporter, primary screen, APP 5'UTR luciferase, SH-SY5Y cells; SH-SY5Y APP 5'UTR-luciferase reporter, luminescence; inhibition, % at 2 µM; 190,000 tested, 0.82% active;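 active = inhibition above a set limit, derived from the sample mean plus 3 SD, cut at about 45% in these data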; note: values of inactives mirror those of a sister screen read the other way
STAT1 inh – STAT1 signaling inhibitors, primary screen, cell-based, HTS, luciferase reporter | AID 920, 2007 | NIH 3T3 STAT1-luciferase reporter, IFN-gamma, luminescence | 200,000 tested, 0.35% active | inhibition, % at 5.5 µM;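 active = inhibition above a set limit, the mean inhibition across all tested compounds plus 3 SD, cut at about 34% in these data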;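 note: 0% = IFN-gamma with DMSO and 100% = IFN-gamma with 300 µM nifuroxazide; values of inactives mirror those of a sister screen read the other way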
Hsp70 act – Hsp70 transcriptional activators, primary screen, cell-based, HeLa, Hsp70 promoter luciferase, luminescence, 10 µM; HeLa Hsp70 promoter luciferase reporter; scaled: vehicle 0, proteasome-inhibitor control 100%; activation, % at 10 µM; 200,000 tested, 0.04% active; AID 1203, 2008;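 active = activation above the mean across all tested compounds plus 3 SD, cutoff set per campaign, cut at about 5.5% in these data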;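 note: 100% = MG132 at 30 µM as the positive control and 0% = DMSO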
G6PDH CS – L. mesenteroides G6PDH inhibitors, counter-screen for G6PDH-coupled screening assays, biochemical, Leuconostoc mesenteroides enzyme. glucose-6-phosphate dehydrogenase [Leuconostoc mesenteroides]. Purified L. mesenteroides G6PDH, diaphorase/resazurin coupled fluorescence, 45 min. inhibition, % at 5 µM. 200,000 tested, 0.12% active. AID 1020, 2008; in the data active = inhibition above about 50%
Starred values were filed as active, the others as inactive; x = no result given; & = joins results of further samples.

No. | Compound | TLR4-MyD88 BLA | Diaphorase act | STAT3 act | STAT1 act | STAT3 blocker | Diaph inh CS | APP 5UTR inh | STAT1 inh | Hsp70 act | G6PDH CS
1 | CCOC(=O)c1sc(=S)n(-c2ccccc2)c1N(C(C)=O)C(C)=O | -1 | 0.8 | 102 | 106 | 1 | 18 | -18 | -8 | -0.6 | 7
2 | COc1cc(Cl)ccc1NC(=O)COc1ccccc1C(=O)N1CCN(c2ccc(O)cc2)CC1 | -3 | 0.8 | 92 | 92 | 13 | 21 | 17 | 9 | -0.5 | 6
3 | Cc1occc1C(=O)NCc1ccc(C(=O)O)o1 | -5 | 1 | 99 | 100 | 6 | 0 | 1 | -1 | 0.0 | 12
4 | O=C(COC(=O)CCC(=O)c1ccc(F)cc1)NCc1ccco1 | -8 | 0.8 | 99 | 102 | 4 | 17 | -12 | -2 | -0.1 | -2
5 | CCNC(=O)COC(=O)/C=C/c1cccc(F)c1 | 3 | 0.8 | 95 | 94 | 9 | 16 | -10 | 6 | 0.1 | -2
6 | COc1cccc(NC(=O)Nc2ccc3nsnc3c2)c1 | -12 | 1 | 94 | 131* | 12 | 4 | x | -35 | 0.1 | -32
7 | Fc1cccc(Cl)c1Cn1nnc2c(NCc3ccncc3)ncnc21 | 1 | 0.8 | 85 | 77 | 19 | 24 | 8 | 23 | -0.2 | 10
8 | O=C(CSc1nc2ccc([N+](=O)[O-])cc2s1)NC1CCS(=O)(=O)C1 (centres undefined) | -6 | 1 | 104 | 98 | 2 | 2 | 13 | 3 | -0.1 | 7
9 | Cc1cc(C(=O)Cn2nnc3ccccc3c2=O)c(C)n1Cc1cccs1 | 8 | 0.7 | 66 | 82 | 46* | 26 | -223 | 19 | 0.0 | -2
10 | COCC(C)n1c(SCC(=O)NC(=O)Nc2ccc3c(c2)OCCO3)nc2ccccc2c1=O (centres undefined) | -11 | 0.8 | 91 | 102 | 16 | 20 | -12 | -2 | 0.1 | -44
11 | CCOC(=O)NC(=O)/C(C#N)=N/Nc1c(F)cccc1F | -13 | 1 | 102 | 96 | -2 | 2 | x | -1 | -0.3 | 2
12 | Cn1cc(Cl)c(-c2n[nH]c(=S)n2-c2ccc(F)cc2)n1 | -3 | 0.8 | 100 | 101 | -2 | 16 | -4 | -1 | -0.3 | -7
13 | COc1ccc(C=O)cc1OC(=O)C1(C)Cc2ccccc2C(=O)O1 (centres undefined) | 5 | 1 | 104 | 103 | 3 | 2 | 9 | -5 | -0.1 | 5
14 | COC(=O)C(C)n1cnc2c(nnn2Cc2ccc(Cl)cc2)c1=O (centres undefined) | -14 | 1 | 102 | 97 | 3 | -2 | 4 | 3 | -0.2 | 22
15 | Cc1cc(-n2c(C)cc(C(=S)N3CCOCC3)c2C)ccc1Br | 8 | 0.7 | 87 | 92 | 17 | 28 | 3 | 9 | -0.4 | 16

Continued; the last 4 above are carried over.
No. | Compound | TLR4-MyD88 BLA | Diaphorase act | STAT3 act | STAT1 act | STAT3 blocker | Diaph inh CS | APP 5UTR inh | STAT1 inh | Hsp70 act | G6PDH CS
12 | Cn1cc(Cl)c(-c2n[nH]c(=S)n2-c2ccc(F)cc2)n1 | -3 | 0.8 | 100 | 101 | -2 | 16 | -4 | -1 | -0.3 | -7
13 | COc1ccc(C=O)cc1OC(=O)C1(C)Cc2ccccc2C(=O)O1 (centres undefined) | 5 | 1 | 104 | 103 | 3 | 2 | 9 | -5 | -0.1 | 5
14 | COC(=O)C(C)n1cnc2c(nnn2Cc2ccc(Cl)cc2)c1=O (centres undefined) | -14 | 1 | 102 | 97 | 3 | -2 | 4 | 3 | -0.2 | 22
15 | Cc1cc(-n2c(C)cc(C(=S)N3CCOCC3)c2C)ccc1Br | 8 | 0.7 | 87 | 92 | 17 | 28 | 3 | 9 | -0.4 | 16
16 | CC(/C=C1\SC(=S)N(NC(=O)c2ccc(O)cc2)C1=O)=C\c1ccccc1 | 0 | 0.8 | 99 | 104 | 2 | 23 | -15 | -4 | -0.2 | 7
17 | Cc1cc(O)cc(O[C@H]2OC(CO)[C@H](O)[C@@H](O)[C@H]2O)c1 (some centres undefined) | -21 | 0.9 | 99 | 86 | -2 | 6 | 2 | 15 | -0.1 | 12
18 | COc1ccc(C2=C(CN(C)C)C(c3ccccc3)c3ccccc3O2)cc1 (centres undefined) | 5&2 | 0.9&1.2 | 104&98 | 103&102 | 5&9 | 8&-22 | -9&-13 | 0&-3 | 0.1&-0.3 | -9&10
19 | CCOC(=O)c1sc2nccc(OC)c2c1N=CNOC | -10 | 0.9 | 81 | 110 | 25 | 12 | -4 | -12 | -0.2 | -2
20 | O=C(Nc1cnccn1)Nc1ccc(Cl)cc1Cl | -14 | 1 | 85 | 117 | 20 | -3 | -33 | -20 | -0.2 | 1
21 | CC(=Nc1ccccc1)C1=C(O)COC1=O | 14 | 0.8 | 102 | 106 | 5 | 16 | -5 | -7 | -0.1 | 0
22 | O=C(Nc1ccc(Cl)cn1)C1CC1 | 3 | 1 | 83 | 101 | 29 | 3 | 6 | -1 | -0.2 | 4
23 | CCCc1cc(-c2n[nH]c(=S)n2-c2cccc(C)c2)cs1 | -18 | 0.8 | 107 | 112 | 3 | 24 | -2 | -15 | 0.4 | 3
24 | Cc1cc(Cc2cc(C)c(N)cc2C)c(C)cc1N | -3 | 1.3 | 106 | 101 | -5 | -26 | 4 | -2 | -0.3 | 13
25 | CN(CCO)c1ncnc2nc[nH]c12 | -7 | 1.1 | 97 | 104 | 9 | -8 | 8 | -4 | 0.1 | 12
26 | CCN1CCCC1CNC(=O)c1ccc2c(=O)n(CCOC)c(=O)[nH]c2c1 (centres undefined) | -20 | 1 | 99 | 101 | 7 | -2 | -1 | -1 | -0.5 | 5
27 | O=C(Nc1cccc(F)c1)c1coc(=O)c(Br)c1 | -11 | 0.9 | 98 | 89 | 4 | 15 | 7 | 12 | 0.0 | -2
28 | COc1cc2c(cc1OC)CN(CC(=O)Nc1ccccc1C#N)CC2 | -10 | 0.9 | 159* | 96 | -64 | 11 | -5 | 4 | 0.0 | -4
29 | COc1ccc(-c2noc(C)c2-c2ccc3ccccc3n2)c(O)c1 | 11 | 0.7 | 101 | 100 | 3 | 32 | 4 | 0 | 0.1 | 2
30 | Cn1c(O)c(C=NCC2CCNCC2)c(=O)n(C)c1=O | -3 | 0.9 | 94 | 89 | 9 | 11 | -4 | 5 | -0.6 | 6

An excerpt from above in order of their number in Hsp70 act, low to high.
| cpd | compound | TLR4-MyD88 BLA | STAT3 act | STAT1 act | APP 5UTR inh | STAT1 inh | Hsp70 act |
| --- | --- | --- | --- | --- | --- | --- | --- |
| 26 | CCN1CCCC1CNC(=O)c1ccc2c(=O)n(CCOC)c(=O)[nH]c2c1 (centres undefined) | -20 | 99 | 101 | -1 | -1 | -0.5 |
| 20 | O=C(Nc1cnccn1)Nc1ccc(Cl)cc1Cl | -14 | 85 | 117 | -33 | -20 | -0.2 |
| 28 | COc1cc2c(cc1OC)CN(CC(=O)Nc1ccccc1C#N)CC2 | -10 | 159* | 96 | -5 | 4 | 0.0 |
| 23 | CCCc1cc(-c2n[nH]c(=S)n2-c2cccc(C)c2)cs1 | -18 | 107 | 112 | -2 | -15 | 0.4 |

Continued:
No. | Compound | TLR4-MyD88 BLA | Diaphorase act | STAT3 act | STAT1 act | STAT3 blocker | Diaph inh CS | APP 5UTR inh | STAT1 inh | Hsp70 act | G6PDH CS
31 | CN(c1ccccc1)S(=O)(=O)c1ccc(NC(=O)c2ccco2)cc1 | -4 | 0.9 | 97 | 132* | 14 | 14 | -10 | -37 | -0.2 | 17
32 | CC1=NN(c2nc(-c3ccc(C)cc3)cs2)C(=O)C1N=Nc1cccc(C)c1 (centres undefined) | 3 | 1 | 108 | 111 | -12 | 0 | -25 | -13 | 0.0 | -20
33 | CCCN(CCC)CCNC(=O)C1c2ccccc2C(=O)N(CCOC)C1c1ccc(F)cc1 (centres undefined) | -6 | 0.9 | 101 | 96 | 5 | 6 | 5 | 5 | -0.2 | 2
34 | Cc1csc(NC(=O)c2nn(C)c(C)c2[N+](=O)[O-])n1 | 7 | 1 | 94 | 105 | 5 | 5 | -10 | -3 | -0.1 | 5
35 | COc1cc2cc(CN(CCO)C(=O)c3cccs3)c(=O)[nH]c2cc1OC | 3 | 0.9 | 102 | 93 | -2 | 9 | x | 5 | -0.1 | -11
36 | NC(=O)c1ccc(NC(=O)CCCc2nc(-c3ccccc3Cl)no2)cc1 | 0 | 0.9 | 91 | 101 | 13 | 6 | 13 | -1 | -0.7 | 15
37 | Cc1n[nH]c(=O)n1-c1cccc(C(F)(F)F)c1 | -1 | 1 | 88 | 91 | 17 | 0 | 2 | 10 | -0.3 | 6
38 | O=C(O)c1ccc(Cl)c(NC(=O)C2CCCN2S(=O)(=O)c2cccc3nsnc23)c1 (centres undefined) | 3 | 0.9 | 105 | 98 | -1 | 12 | 1 | 3 | -0.1 | 4
39 | CCn1nc(C(=O)OCC(=O)NCC(C)C)c2ccccc2c1=O | 6 | 1 | 106 | 112 | -5 | 4 | -10 | -13 | -0.3 | -1
40 | O=c1ccc(Oc2nc(N3CCOCC3)nc(N3CCOCC3)n2)nn1-c1ccccc1 | -22 | 1.1 | 95 | 97 | 6 | -11 | 1 | 3 | -0.4 | 11
41 | CCOC(=O)C1=C(C)Nc2ccccc2N=C1NC(=O)Cc1ccc(Br)cc1 | 9 | 0.6 | 101 | 102 | 0 | 40 | -9 | -2 | -0.2 | -7
42 | COc1ccc(C)cc1S(=O)(=O)N1CCN(Cc2ccccc2)CC1 | 3 | 0.8 | 110 | 97 | -5 | 20 | 1 | 3 | 0.0 | -2
43 | COCCN(C(=O)c1ccco1)c1nnc(-c2ccc(OC)cc2)s1 | 6 | 1 | 88 | 110 | 18 | 5 | 9 | -11 | 0.3 | 4
